# High-throughput results from PubChem BioAssay.
# PLC-beta3 inh – human PLC-beta3 inhibitors, primary screen, biochemical, fluorescence. actives 0.18% (n = 370,000). Purified PLC-beta3, fluorogenic substrate. 1-phosphatidylinositol 4,5-bisphosphate phosphodiesterase beta-3 (Homo sapiens), Q01970. inhibition, % at 12.2 µM; in the data active means inhibition above about 11%;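 further: 0% = median of compound wells on plate and 100% = full blocker control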
# ADAM17 inh – ADAM17 inhibitors, primary screen, biochemical, QFRET. Disintegrin and metalloproteinase domain-containing protein 17 (Homo sapiens), P78536. actives 0.83% (n = 370,000). recombinant ADAM17, EDANS/DABCYL FRET peptide cleavage. inhibition, % at 6.95 µM;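 active means inhibition above the mean of compounds lying between control limits plus 3 SD, set per campaign, cut at about 8.5% in these data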;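 further: 0% = DMSO-only wells as the low control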
# Target sequence (P78536 215-824 limits assumed): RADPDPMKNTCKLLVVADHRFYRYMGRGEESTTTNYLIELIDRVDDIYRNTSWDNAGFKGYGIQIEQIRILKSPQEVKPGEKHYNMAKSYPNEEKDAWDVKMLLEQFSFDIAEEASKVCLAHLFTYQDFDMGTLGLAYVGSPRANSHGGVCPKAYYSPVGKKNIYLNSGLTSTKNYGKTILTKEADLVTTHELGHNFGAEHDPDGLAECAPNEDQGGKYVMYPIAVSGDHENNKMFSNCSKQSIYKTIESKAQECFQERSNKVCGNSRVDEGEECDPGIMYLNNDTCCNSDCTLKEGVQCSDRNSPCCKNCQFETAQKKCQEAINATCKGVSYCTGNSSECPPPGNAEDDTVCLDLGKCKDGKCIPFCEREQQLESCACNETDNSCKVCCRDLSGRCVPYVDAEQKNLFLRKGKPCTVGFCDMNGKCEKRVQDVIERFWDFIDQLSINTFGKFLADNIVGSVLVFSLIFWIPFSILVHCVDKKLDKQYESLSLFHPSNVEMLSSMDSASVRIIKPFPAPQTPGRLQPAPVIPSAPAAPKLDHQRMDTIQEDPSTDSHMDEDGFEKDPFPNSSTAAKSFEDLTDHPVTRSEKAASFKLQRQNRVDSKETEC
# hcDAF-12 act – H. contortus DAF-12 nuclear receptor activators, primary screen, cell-based, luminescence, HEK293, lit1-tk-luc reporter; HEK293 hcDAF-12 lit1-tk-luc reporter; 0% DMSO, 100% Δ7-dafachronic acid; activation, % at 6.8 µM; actives 1.4% (n = 370,000); AID 652067, 2013;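 active means activation above the mean of all tested compounds plus 3 SD, cut at about 5.5% in these data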;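 further: 100% = response to 3 µM Δ7-dafachronic acid high control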
# SMARCA2 act – SMARCA2 (BRM) function activators, primary screen, cell-based, luminescence, high throughput | MG213 cells, MMTV-luciferase reporter, dexamethasone, overnight | activation, % at 9.1 µM | actives 1% (n = 370,000) | AID 652017, 2013; in the data active means activation above about 7.8%;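 further: 0% = vehicle wells and 100% = reference activator wells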
# MBD2 inh – inhibitors of MBD2 binding to methylated DNA, primary screen, biochemical, TR-FRET, DNA-binding domain, human; actives 0.31% (n = 370,000); inhibition, % at 4.4 µM; MBD2 binding to methylated oligonucleotide; Methyl-CpG-binding domain protein 2 (Homo sapiens), Q9UBB5; in the data active means inhibition above about 13%
# Target sequence (Q9UBB5 whole entry, looked up, the tested form may be a part): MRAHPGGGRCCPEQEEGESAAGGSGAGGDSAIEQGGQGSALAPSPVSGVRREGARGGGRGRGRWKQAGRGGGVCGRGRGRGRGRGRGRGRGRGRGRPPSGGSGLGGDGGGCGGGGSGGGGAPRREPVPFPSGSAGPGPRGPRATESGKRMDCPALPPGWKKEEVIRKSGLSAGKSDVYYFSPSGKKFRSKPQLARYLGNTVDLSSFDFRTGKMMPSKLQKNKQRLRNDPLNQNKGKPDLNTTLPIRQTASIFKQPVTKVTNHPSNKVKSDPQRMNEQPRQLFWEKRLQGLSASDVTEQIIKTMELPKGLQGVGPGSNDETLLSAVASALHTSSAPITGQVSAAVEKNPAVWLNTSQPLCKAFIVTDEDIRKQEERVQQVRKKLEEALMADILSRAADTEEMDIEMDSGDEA
# DAX1 inh-1 – DAX1 (NR0B1) inhibitors on StAR promoter, primary screen, cell-based, luminescence, SF-1 (NR5A1), full-length DAX-1; actives 1.1% (n = 370,000); AID 652010, 2013; inhibition, % at 6.8 µM; HEK293T StAR-luciferase reporter, SF-1/DAX-1 repression relief;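 active means inhibition above the mean over all tested compounds plus 3 SD, cut at about 3.6% in these data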;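 further: 0% = DAX-1 cells with DMSO and 100% = cells lacking DAX-1 with DMSO; higher inhibition means more luminescence from relief of DAX-1 repression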
# ssDAF-12 act – S. stercoralis DAF-12 nuclear receptor activators, primary screen, cell-based, luminescence, HEK293, GRIP1 co-expression, lit1-tk-luc; HEK293 ssDAF-12/GRIP1 lit1-tk-luc reporter; % of 3 µM dafachronic acid response; activation, % at 6.8 µM; actives 1% (n = 370,000); AID 652126, 2013;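 active means activation above the mean over all tested compounds plus 3 SD, cut at about 0.9% in these data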;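 further: 0% = DMSO-only wells and 100% = 3 µM delta7-dafachronic acid wells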
# hgDAF12 agonist – H. glycines DAF-12 receptor agonists, primary screen, cell-based, luminescence, HEK293, GAL4 fusion, UAS-luciferase | Nuclear hormone receptor DAF-12 (Heterodera glycines), GAL4 fusion | HEK293 GAL4-hgDAF12 UAS-luciferase reporter, agonist luminescence; normalized to butyrate control | activation, % at 6.8 µM | actives 1.8% (n = 370,000) | AID 687014, 2013;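 active means activation above a cutoff set at the mean of all screened compounds plus 3 SD, cut at about 10% in these data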;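 further: 0% = DMSO wells and 100% = sodium butyrate wells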
# PLC-gamma1 inh – PLC-gamma1 enzyme inhibitors, primary screen, biochemical, fluorescence, purified enzyme | 1-phosphatidylinositol 4,5-bisphosphate phosphodiesterase gamma-1 (Homo sapiens), P19174 | fluorogenic substrate | inhibition, % at 12.2 µM | actives 0.84% (n = 370,000); in the data active means inhibition above about 9.5%
# DAX1 inh-2 – DAX1 (NR0B1) inhibitors, primary screen, cell-based, HEK293, Gal4-DAX1, luciferase luminescence. Nuclear receptor subfamily 0 group B member 1 (Homo sapiens), P51843. inhibition, % at 6.75 µM. actives 0.99% (n = 340,000). AID 504766, 2011. HEK293 Gal4-DAX1 luciferase reporter;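 active means inhibition above the mean over all tested compounds plus 3 SD, cut at about 4.2% in these data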;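 further: 0% = DAX1-transfected cells with DMSO and 100% = empty-vector control cells with DMSO; inhibition shows as a rise in luminescence from relieved DAX1 repression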
# NR1D1 modulator – modulators of Rev-erb alpha DNA binding, primary screen, biochemical, FITC-DNA, fluorescence polarization, uHTS; actives 0.79% (n = 370,000); Nuclear receptor subfamily 1 group D member 1 (Homo sapiens), P20393; Rev-erbα–FITC-DNA binding, 90 min; activity, % at 10 µM;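 active means activity above about 14%, limit read from the data; passing the limit was not always enough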;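 further: 0% = DMSO wells with 35 nM protein and 100% = DMSO wells with 750 nM protein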
# The depositor's hits bear a star; i = inactive; · = not tested or not shown.
SMILES,PLC-beta3 inh,ADAM17 inh,hcDAF-12 act,SMARCA2 act,MBD2 inh,DAX1 inh-1,ssDAF-12 act,hgDAF12 agonist,PLC-gamma1 inh,DAX1 inh-2,NR1D1 modulator
c1ccc(CN(Cc2ccco2)C(c2ccncc2)c2nnnn2C2CCCC2)cc1 (stereo not given),-7,3,-1.5,5,-11,0.8,-0.7,0.2,-7,-0.3,-4
CC1=CC(=C(C#N)c2nc3ccccc3s2)C=C(C)N1Cc1ccco1,-2,-2,2.4,-1,-2,0.2,-0.6,1.9,-8,-0.7,1
COC(=O)N1Cc2ccnnc2CC1c1ccccc1-c1ccccc1 (stereo not given),3,1,0.1,0,1,0.0,-1.2,-4.2,2,·,4
CCN(C(=O)c1cc2c(=O)[nH]c3ccc(C)cc3c2s1)c1ccccc1C,-7,-9,-1.2,-1,4,-0.4,-1.5,-2.1,-2,-0.3,0
Nc1ccc2c(c1)C(=Cc1cccnc1)c1ccccc1-2,4,0,1.4,0,-8,-1.4,0.0,0.8,5,-2.9,6
COc1cc(/C=C2\SC(N)=NC2=O)cc(Cl)c1O,-95,-2,-0.5,-3,-9,-0.2,-0.5,2.6,-72,4.4*,12
O=C(NCC1CCCO1)C(=O)N/N=C/c1cccc(Cl)c1 (stereo not given),-4,-5,-1.4,-2,-6,1.5,-0.6,2.0,0,0.8,5
COC(=O)CNC(=O)COC(=O)c1cc(Cl)cc(Cl)c1N,i,i,-0.6,0,-1,-1.2,-0.4,1.0,-481,-0.2,-1
CC1CCN(C(=O)CNC(=O)Cn2ccc3ccccc3c2=O)CC1,-1,-5,-2.2,0,3,0.1,-1.1,-0.2,-2,0.8,-5
COc1ccc(NC(=O)CCOc2ccc(C)cc2)cc1S(=O)(=O)N1CCOCC1,-8,-4,-0.8,-3,0,-0.8,-1.0,1.5,2,0.8,7
CCn1c(N2CCN(Cc3ccc([N+](=O)[O-])cc3)CC2)nc2ccccc21,-2,1,-2.6,1,0,-1.2,-1.2,-1.7,4,-3.5,0
O=C(NCCN1CCN(c2ccccc2F)CC1)C1c2ccccc2C(=O)N2CCc3ccccc3C12 (stereo not given),0,-4,-1.2,0,4,-0.3,-0.3,-1.0,0,-1.6,5
CC/C(=N\NC(=O)CSCc1ccccc1Cl)c1ccc2c(c1)OCCO2,-5,0,-1.2,-4,-2,-0.3,-1.1,-1.9,0,-0.5,2
CCCOc1ccc(CNC(=S)N/N=C/c2ccc([N+](=O)[O-])cc2)cc1,2,0,-1.2,0,2,-0.9,-1.2,1.9,-4,2.0,-2
CCN(CC)S(=O)(=O)c1cc(C(=O)Nc2ccccc2C(=O)O)ccc1OC,8,2,-0.6,-2,0,0.4,-0.6,0.0,1,1.2,-1
OC(CNc1ncnc2sccc12)c1ccccc1 (stereo not given),-15,-6,-1.0,0,-1,-0.5,-1.3,1.8,-6,-1.6,-4
COc1ccc(C2(c3ccc(OC)cc3)NC(=O)N(CC(=O)N(C)c3ccccc3)C2=O)cc1,-4,1,-1.5,-2,3,0.7,-1.4,-0.1,-1,0.0,-4
C[C@@H](NC(=O)[C@@H]1CCCN1C(=O)[C@@H]1CCCN1C(=O)c1ccc(Cl)cc1)c1ccccc1,4,-3,0.2,0,2,-1.6,-0.6,-0.8,4,·,-10
O=C(COc1cccc2cccnc12)Nc1ccccc1N1CCOCC1,0,-5,-1.5,-3,2,-0.5,-1.9,-1.7,1,-1.0,-3
CC(/C=C/c1ccc2c(c1)OCO2)=N/NC(=O)c1ccc(C)nc1,-77,-4,-1.3,-2,-2,-0.5,-1.1,5.1,-60,1.6,1
COc1ccc(C(CNC(=O)CNC(=O)c2cccc(Cl)c2)N2CCCC2)cc1 (stereo not given),-2,-1,0.2,-1,0,1.2,-1.7,4.4,-3,0.4,-6
CCOC(=O)CCSc1nc(C)cc(C(F)(F)F)c1C#N,-9,-4,1.5,0,-3,0.2,-1.0,-1.6,-4,0.4,3
CCc1nc2ccc(C(=O)Nc3ccc(OC)c(OC)c3)cn2c1N(C)CCC(C)C,-15,-1,-2.1,1,-7,-0.1,-1.4,-2.4,-13,·,2
Brc1ccc2nc(-c3ccco3)c(CC3CCCCC3)n2c1,-16,-4,1.3,-1,0,0.7,1.3*,-0.2,-12,·,-11
Cc1nc([N+](=O)[O-])cn1Cc1cccc2ccccc12,-3,3,-0.9,-3,-7,0.5,-1.3,-3.4,4,-0.8,-2
CCCOc1ccc(C(C)=O)cc1CSc1nc(O)cc(=O)[nH]1,1,-1,3.6,-1,-5,-0.3,-0.6,0.7,-3,0.4,-4
COC(=O)CC(NS(=O)(=O)c1cccs1)c1ccccc1Cl (stereo not given),1,-10,-1.0,-1,0,-0.2,-0.3,1.7,1,0.8,0
C[C@@H]1Cn2cnc(C(=O)Nc3ccc(CNC(=O)OC(C)(C)C)cc3)c2C(=O)N1,1,-2,-0.5,0,13,0.0,-1.0,-0.3,3,-0.5,-4
N#C/C(=C/c1ccc([N+](=O)[O-])cc1)C(N)=O,2,-7,-1.5,-2,-1,-0.9,-1.6,-2.1,5,-0.4,-5
O=C(c1ccc2c(c1)OCO2)N(Cc1cccs1)C1(C(=O)NC2CCCCC2)CCCCC1,4,2,0.5,-6,-3,-1.9,-1.0,1.3,2,-1.1,9
COc1ccc(/C=N/NC(=O)c2cccc3ccccc23)c(OC)c1OC,-12,-2,-0.8,-2,-3,-0.5,-1.3,-0.4,-4,·,-1
COc1cccc(N2CCN(C(=O)CCCCCNc3nc(=S)[nH]c4ccccc34)CC2)c1,-2,1,-1.6,-3,2,-1.6,-1.9,-2.0,3,-1.7,1
COc1ccc(CCNC(=O)c2ccc(CS(=O)Cc3ccc(C)cc3)o2)cc1OC (stereo not given),-5,-1,-2.3,0,-1,-0.4,-1.4,-0.7,1,-0.3,9
Cc1ccccc1NC(=O)CSc1nnc(Cc2cccn2C)n1-c1ccc(F)cc1,-2,-4,-1.6,-3,4,-0.5,-1.4,-2.5,-3,-0.6,-3
Cc1ccc(NC(=O)Nn2cnnc2)cc1Cl,-4,6,-1.7,0,-5,-0.8,-1.0,-1.3,6,0.8,5
COc1ccc(/C=N/Nc2nc(-c3ccc(Cl)cc3)cc(C(F)(F)F)n2)cc1OC,-3,6,-2.8,1,3,-0.6,-1.7,-0.5,-2,-0.1,11
COc1cc(NC(=O)C2CC2)c(OC)cc1NC(=O)c1ccco1,-9,3,0.3,2,-4,0.1,-0.4,-0.9,1,-0.6,-3
Cc1noc(C)c1-c1ccc(C(=O)NCc2cccs2)c2occc12,0,-3,0.0,-1,-6,1.4,-1.4,4.1,-2,·,-2
COc1ccccc1NCC(=O)N/N=C/C=C/c1ccccc1,-3,1,0.6,-1,-4,-0.2,-0.9,2.4,-1,0.7,7
COc1cc(/C=N/Nc2nc(C)cc(=O)[nH]2)cc(OC)c1O,-6,-1,-0.2,-2,1,-0.5,-0.7,1.0,-2,2.5,1
O=C(CSc1ccccc1)Nc1ccc2sccc2c1,-4,4,1.3,6,-5,2.0,-1.0,4.0,2,0.2,-6
O=c1c(-c2ccccc2Cl)coc2c(CN3CCCCC3)c(O)ccc12,i,i,0.1,-1,-1,0.2,-1.1,-0.5,i,-0.1,-2
C=CCn1c(SCC(=O)Nc2ccccc2-c2ccccc2)nc2cc(C(=O)O)ccc2c1=O,2,2,0.9,2,-2,-0.3,-1.3,1.3,1,2.4,0
COc1ccccc1C(=O)NCCC(=O)Nc1ccc(S(=O)(=O)N2C(C)CCCC2C)cc1 (stereo not given),-7,4,-3.8,0,-1,-2.1,-1.2,-1.7,1,-1.6,-4
COc1ccccc1C(=O)Nc1ccc(Nc2ccccc2)cc1,-5,-4,0.0,0,-8,-0.2,-1.3,0.1,3,·,-3
Cc1ccc(C(=O)NCCCn2ccnc2)cc1C,-4,1,-0.1,-2,-2,0.1,-0.8,-0.1,1,·,-1
COc1ccc(-c2nnc(SCC(=O)NC3CCCC3)n2C)cc1,-7,-4,-0.6,-2,0,-0.4,-0.6,-0.4,-1,-0.5,-3
O=C(CSc1nnc(-c2cnccn2)n1-c1ccccc1)Nc1ccc2c(c1)OCCO2,2,-3,-1.1,-4,3,-0.7,-1.5,-1.9,0,·,-3
O=C(O)/C=C/c1cn(-c2ccccc2)nc1-c1cc2ccccc2o1,i,-195,-1.9,2,0,1.1,-1.4,1.8,-464,2.3,-2
O=[N+]([O-])c1ccc(Cl)cc1NCCCN1CCOCC1,1,0,1.5,-1,-7,0.0,-1.2,1.2,1,1.7,3

# Some of these compounds in order of length of the SMILES, smallest number first.
SMILES,PLC-beta3 inh,ADAM17 inh,hcDAF-12 act,SMARCA2 act,MBD2 inh,DAX1 inh-1,ssDAF-12 act,hgDAF12 agonist,PLC-gamma1 inh,DAX1 inh-2,NR1D1 modulator
O=C(CSc1ccccc1)Nc1ccc2sccc2c1,-4,4,1.3,6,-5,2.0,-1.0,4.0,2,0.2,-6
Brc1ccc2nc(-c3ccco3)c(CC3CCCCC3)n2c1,-16,-4,1.3,-1,0,0.7,1.3*,-0.2,-12,·,-11
COc1cc(NC(=O)C2CC2)c(OC)cc1NC(=O)c1ccco1,-9,3,0.3,2,-4,0.1,-0.4,-0.9,1,-0.6,-3
COc1ccccc1C(=O)NCCC(=O)Nc1ccc(S(=O)(=O)N2C(C)CCCC2C)cc1 (stereo not given),-7,4,-3.8,0,-1,-2.1,-1.2,-1.7,1,-1.6,-4

# Other entries.
SMILES,PLC-beta3 inh,ADAM17 inh,hcDAF-12 act,SMARCA2 act,MBD2 inh,DAX1 inh-1,ssDAF-12 act,hgDAF12 agonist,PLC-gamma1 inh,DAX1 inh-2,NR1D1 modulator
Cc1csc(=O)n1CCC(=O)OCC(=O)c1c(N)n(C)c(=O)n(C)c1=O,1,-2,0.8,2,1,0.9,-1.3,5.1,-2,0.6,1
COc1ccc(N2CCN(C(=O)CCC(=O)N3CC(C)Oc4ccc(C)cc43)CC2)cc1 (stereo not given),-3,-5,-1.2,-4,11,-1.3,-1.1,-0.7,2,-0.5,-1
N#C/C(=C(/O)C(Cl)c1ccccc1)c1nc2ccccc2s1 (stereo not given),1,-5,0.6,6,-1,-0.3,-1.0,1.4,-6,0.9,76*
Cc1nc(NC(=O)CC(C)C)sc1-c1csc(Nc2ccc(Cl)cc2Cl)n1,-6,0,-1.8,-1,-3,0.0,-1.2,0.6,-4,-0.2,-7
Cc1nnc(SCC(=O)Nc2ccc(N(C)C)cc2)n(N)c1=O,-5,-8,0.8,-3,13*,0.7,-1.1,-2.2,0,0.5,-2

# An unsorted share of the library; 7.4% or so of the library scored in one or more.
